HCV core dimer: blocks dimerization of HCV core protein; inhibition, % at 5 µM; AID 1899; TR-FRET GST/Flag-core106 dimerization, 1536-well; 0.33% of 300,000 active;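 active means inhibition above the mean of all tested compounds plus 3 SD, set per screening campaign, cut at about 45% in these data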
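Material: GST/Flag-tagged HCV core106 proteins. Incubation: 4 h, 22.5 °C incubation. Read-out basis: inhibition (%) from 671 over 617 nm ratio. Measured by: TR-FRET, excitation 340 nm, emission 617 and 671 nm.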
procasp3 activ: activators of human procaspase-3 | recombinant procaspase-3 D3A, Ac-DEVD-pNA absorbance 405 nm | activation, % at 8.5 µM | P42574 | 0.11% of 330,000 active;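 active means activation above the mean of all tested compounds plus 3 SD, cut at about 21% in these data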;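 further: 0% = DMSO alone and 100% = DMSO wells spiked with extra 5 µM PC-3 D3A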
Target sequence (P42574 whole entry D9A/D28A/D175A): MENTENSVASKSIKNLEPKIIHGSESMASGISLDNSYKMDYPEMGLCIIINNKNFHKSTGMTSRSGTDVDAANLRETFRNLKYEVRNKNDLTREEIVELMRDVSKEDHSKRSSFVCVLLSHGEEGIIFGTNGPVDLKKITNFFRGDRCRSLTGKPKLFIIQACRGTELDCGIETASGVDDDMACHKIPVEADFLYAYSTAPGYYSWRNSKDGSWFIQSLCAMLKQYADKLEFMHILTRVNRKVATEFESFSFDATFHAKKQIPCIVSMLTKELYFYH
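Assay system: Autoprocessing-dead procaspase-3 D3A mutant enzyme; also added: Ac-DEVD-pNA; doses: one concentration, 8.5 µM nominal, 0.8% DMSO; times: 1 h compound preincubation, 2 h substrate hydrolysis at 25 °C; technique: 405 nm absorbance of p-nitroaniline, reads at 0 and 120 min; measure: % activation between DMSO and enzyme-spiked controls; repeats: single replicate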
TPT1 inhibitor: C. albicans TPT1 enzyme inhibition; 0.81% of 300,000 active; inhibition, % at 5 µM; recombinant caTPT1, FP RNA substrate dephosphorylation; AID 1962;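 active means inhibition above the mean of all tested compounds plus 3 SD, set per screening campaign, cut at about 24% in these data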;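 further: plate controls were DMSO alone for no effect and ferristatin control at 100 nM for full effect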
proCasp7 act: counter-screen: procaspase-7 (human) activation. P55210. recombinant procaspase-7, Ac-DEVD-pNA absorbance 405 nm; D23A/D198A/D206A triple mutant, cannot self-cleave; scale: DMSO 0, 5 µM enzyme 100. activation, % at 8.5 µM. 0.093% of 330,000 active;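 active means percent activation above the screen-wide mean plus 3 SD, cut at about 25% in these data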
Target sequence (P55210 whole entry D23A/D198A/D206A): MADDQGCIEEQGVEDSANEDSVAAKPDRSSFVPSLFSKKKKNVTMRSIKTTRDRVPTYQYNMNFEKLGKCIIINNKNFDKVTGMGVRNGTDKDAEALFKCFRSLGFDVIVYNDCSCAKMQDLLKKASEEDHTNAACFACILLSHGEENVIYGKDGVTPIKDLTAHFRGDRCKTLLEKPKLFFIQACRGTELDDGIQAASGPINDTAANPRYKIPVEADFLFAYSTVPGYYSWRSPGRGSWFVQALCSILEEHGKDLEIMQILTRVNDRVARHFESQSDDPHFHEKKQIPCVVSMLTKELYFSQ
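Material: Procaspase-7 triple mutant (PC-7 D3A) | Quantity: 2 µM procaspase-7 mutant as dispensed | Reagent: DEVD-pNA substrate | Times: 1 h preincubation, 2 h reaction | Technique: 405 nm absorbance of p-nitroaniline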
GASC-1 inh: human JMJD2C demethylase inhibition; inhibition, % at 2.35 µM; Q9H3R0; 0.069% of 330,000 active; GST-JMJD2C(1-420) H3K9me3 demethylation, DELFIA europium;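 active means more than half of a compound's replicate wells show inhibition beyond 50%, single wells judged on their own value; inconclusive means some, but no more than half, of replicates pass 50% inhibition; inactive means no replicate passes 50% inhibition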;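 further: signal counts dimethyl H3K9 product captured on neutravidin plate; 0% = median of DMSO wells and 100% = 0.3 times that DMSO median; strong numbers were not always called active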
PP1 counter: counter-screen for PP5 inhibitors: inhibitors of human PP1-alpha; 0.9% of 320,000 active; inhibition, % at 6.7 µM; purified PP1alpha, OMFP fluorescence; P62136;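 active means inhibition above the mean inhibition of all tested compounds plus 3 SD, computed separately for each screening campaign, cut at about 15% in these data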
Fh CTSL1 inh: counter-screen for PFM18AAP inhibitors: inhibitors of F. hepatica cathepsin L1; recombinant F. hepatica cathepsin L1, Z-Leu-Arg-MCA fluorescence; inhibition, % at 5.96 µM; 0.49% of 300,000 active; AID 1906;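 active means inhibition above the mean of all tested compounds plus 3 SD, set per screening campaign, cut at about 17% in these data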;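 further: 0% = plate median of test compound wells and 100% = 1 µM Z-Phe-Ala-diazomethylketone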
PP5 primary: inhibitors of human protein phosphatase 5 (PP5). P53041. purified PP5c, OMFP substrate fluorescence. inhibition, % at 6.7 µM. 0.18% of 320,000 active;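 active means inhibition above the campaign's mean inhibition across all tested compounds plus 3 SD, cut at about 9.5% in these data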;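 further: 0% = DMSO only and 100% = 100 µM cantharidin control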
Target sequence (P53041 whole entry, looked up): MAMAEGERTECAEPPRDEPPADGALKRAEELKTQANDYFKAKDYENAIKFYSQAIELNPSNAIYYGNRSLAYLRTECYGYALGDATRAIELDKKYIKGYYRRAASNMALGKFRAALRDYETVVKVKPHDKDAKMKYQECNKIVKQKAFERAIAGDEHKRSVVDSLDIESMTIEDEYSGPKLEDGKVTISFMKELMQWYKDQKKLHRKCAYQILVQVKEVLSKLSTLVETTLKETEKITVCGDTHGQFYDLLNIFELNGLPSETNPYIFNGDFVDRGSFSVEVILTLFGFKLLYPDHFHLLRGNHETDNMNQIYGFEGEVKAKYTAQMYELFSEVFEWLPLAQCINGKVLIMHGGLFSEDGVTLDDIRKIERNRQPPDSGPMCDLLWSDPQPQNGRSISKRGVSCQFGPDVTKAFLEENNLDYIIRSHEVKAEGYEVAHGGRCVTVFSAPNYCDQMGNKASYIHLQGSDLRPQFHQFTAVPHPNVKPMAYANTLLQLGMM
Efflux pump inh: blocks antifungal efflux pumps in multiplex yeast assay. AID 485275. S. cerevisiae Candida pump triplex, Nile Red efflux. inhibition, % at 10 µM. 0.44% of 330,000 active;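 active means plate passing quality check with inhibition over a set limit, or well fluorescence over plate mean plus 4 SD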;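 further: Nile Red retained in pooled yeast measured as flow cytometry median fluorescence; 0% = buffer negative control and 100% = Enniatin B positive control; higher means more Nile Red kept so more efflux inhibition; some compounds called inactive have numbers as strong as hits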
Active calls of the source: *; ? = inconclusive; nt = not tested or not shown. Random draw from the library; overall some 2.9% were active at least once.

SMILES	HCV core dimer	procasp3 activ	TPT1 inhibitor	proCasp7 act	GASC-1 inh	PP1 counter	Fh CTSL1 inh	PP5 primary	Efflux pump inh
CCOC(=O)c1c(N)n[nH]c1-c1ccc(OC)cc1	-1	3	2	-6	2	1	1	1.9	0.1
O=C(NCc1ccccc1)c1cccc(NS(=O)(=O)c2cccc3cccnc23)c1	2	-8	-1	-8	2	0	-2	-0.1	-0.4
O=C(Nc1ccccc1Cl)c1ccc2nccnc2c1	4	12	1	-2	-3	0	2	2.2	-0.1
CC(C)(C)C(O)C(Cc1ccccc1Cl)n1cncn1 (stereo not given)	14	2	0	7	2	0	-2	-2.1	-0.2
Cn1c2c(c(=O)n(C)c1=O)C(c1ccc(O)cc1)Nc1ccccc1O2 (stereo not given)	-2	3	1	-1	4	-1	0	2.3	-0.2
Cc1nc(NC(=S)NC(=O)c2ccco2)sc1C(=O)N(C)C	-3	-5	-7	0	8	-3	1	2.8	5.7*
C=CCOc1ccc(CN(C)CC(O)COc2cccc3ccccc23)cc1 (stereo not given)	-12	-2	-2	5	3	6	-2	4.1	0.1
O=C(CS(=O)CC(=O)N(c1cccc(F)c1)C(C(=O)NC1CCCCC1)c1ccco1)Nc1ccc(F)cc1 (stereo not given)	3	-2	-1	10	-5	4	4	0.0	0.2
CCC(C(=O)NCc1ccc(C)o1)n1nc(C)c2c(C)n(-c3ccccc3)nc2c1=O (stereo not given)	0	3	1	2	-2	-2	2	3.5	-0.1
COc1ccc(C(CNC(=O)C2CC2)N(C)C)cc1 (stereo not given)	-13	6	-5	8	?	3	-1	1.3	-0.1
CCOc1ccc2nc(C)cc(C(=O)O)c2c1	-1	-1	1	-7	6	-5	3	-2.1	0.0
Oc1ccccc1/C=N/N1CCCCC1	-4	-3	-1	-7	2	2	-3	1.6	0.0
CN(c1ccccc1)S(=O)(=O)c1ccc(Cl)c(C(=O)NCC(c2ccco2)N2CCCC2)c1 (stereo not given)	nt	7	nt	-5	1	-1	nt	-0.4	-0.1
Cc1cc(C)cc(C(=O)NCC(=O)OCC(=O)Nc2cccnc2Cl)c1	-4	1	-1	-3	-4	-3	-18	0.7	-0.1
CCOC(=O)CN1N=C(c2ccc(Cl)cc2)CCC1=O	-5	-6	2	0	-1	0	3	1.4	0.1

Part of the list above in order of count of non-hydrogen atoms, smallest number first.
SMILES	HCV core dimer	procasp3 activ	TPT1 inhibitor	proCasp7 act	GASC-1 inh	PP1 counter	Fh CTSL1 inh	PP5 primary	Efflux pump inh
Cc1nc(NC(=S)NC(=O)c2ccco2)sc1C(=O)N(C)C	-3	-5	-7	0	8	-3	1	2.8	5.7*
Cn1c2c(c(=O)n(C)c1=O)C(c1ccc(O)cc1)Nc1ccccc1O2 (stereo not given)	-2	3	1	-1	4	-1	0	2.3	-0.2
O=C(NCc1ccccc1)c1cccc(NS(=O)(=O)c2cccc3cccnc23)c1	2	-8	-1	-8	2	0	-2	-0.1	-0.4
CN(c1ccccc1)S(=O)(=O)c1ccc(Cl)c(C(=O)NCC(c2ccco2)N2CCCC2)c1 (stereo not given)	nt	7	nt	-5	1	-1	nt	-0.4	-0.1

Next entries follow.
SMILES	HCV core dimer	procasp3 activ	TPT1 inhibitor	proCasp7 act	GASC-1 inh	PP1 counter	Fh CTSL1 inh	PP5 primary	Efflux pump inh
Cc1ccc(NC(=O)c2nn(C34CC5CC(CC(C5)C3)C4)cc2[N+](=O)[O-])cc1	15	1	3	10	-39	9	0	1.0	-0.8
CCOC(=O)c1ccc(S(=O)(=O)N2CCN(CCc3ccncc3)CC2)cc1	nt	4	nt	10	-2	nt	nt	nt	0.2
Cc1ccc(S(=O)(=O)c2c(C(=O)c3ccccc3)cnc3cc4c(cc23)OCCO4)cc1	16	7	1	-2	12	0	-1	3.6	-0.2
O=c1c(N2CCOCC2)nsnc1N1CCOCC1	-3	2	2	-3	-2	-6	0	-3.0	0.0
O=C(CN1CCCc2ccccc21)N/N=C/c1ccc(F)cc1F	0	1	3	-1	-3	1	-1	0.9	-0.1
Nc1ccccc1SCC1CSc2nc3ccccc3c(=O)n21 (stereo not given)	-2	2	-6	-6	2	-3	6	-0.6	-0.1
COc1ccc(NC(=O)Cc2cccc3ccccc23)cc1	1	0	-3	-2	6	5	-3	2.5	0.3
COc1ccc(/C=C2\Oc3ccccc3C2=O)cc1	nt	-8	nt	4	3	nt	nt	nt	0.1
COc1ccc(/C=N/NC(=S)Nc2cccc(C(=O)O)c2)cc1OC	-1	5	-4	3	1	0	1	0.9	-0.1
Nc1nc(SCc2ccc([N+](=O)[O-])cc2)nc2nc3c(cc12)CCCC3	23	6	8	1	-2	5	2	2.2	0.1
O=S(=O)(NCC1CCN(Cc2ccccc2)CC1)c1ccccc1C(F)(F)F	-14	-1	-3	8	0	-2	-1	2.1	0.0
OCCN1CCN(CCOc2cccc(Cl)c2)CC1	-2	1	-2	-8	1	-6	-1	1.2	-0.1
COC(=O)CN1C2=NCCCN2c2ccccc21	-3	3	-1	6	-5	-1	1	-1.3	-0.2
Cc1ccc(S(=O)(=O)c2cc3c(=O)n4cccc(C)c4nc3n(CC3CCCO3)c2=N)cc1C (stereo not given)	6	-20	1	-11	6	-1	-2	0.6	0.1
CN(NC(=O)c1c(Cl)cccc1Cl)c1cccc(Cl)n1	-4	5	-2	-1	4	-2	-2	-0.9	0.4
c1ccc2c(c1)CCc1c-2nc2ccccc2c1N1CCOCC1	5	2	0	5	-5	2	5	0.3	0.0
Cc1ccc(C(=O)C(C)OC(=O)CN2C(=O)NC3(CCCC3)C2=O)cc1C (stereo not given)	-4	1	2	4	-4	-1	-12	1.0	-0.1
COc1ccc(CN(C(=O)c2ccco2)c2ccc(Br)cc2)cc1OC	11	7	-1	-3	3	-5	-1	0.8	0.0
COc1ccc(/C=N/NC(=O)CO/N=C(\C)c2cccs2)cc1	-3	-12	-8	6	5	1	0	-0.4	-0.1
CC1(C)Cc2cccc(OCC(=O)N3CCN(S(=O)(=O)c4ccc(F)cc4)CC3)c2O1	5	-6	6	6	-6	-2	-7	2.6	0.2
NC(=O)c1ccc(NC(=O)COC(=O)c2n[nH]c3ccccc23)cc1	nt	4	nt	16	0	-4	nt	1.5	0.0
CCC(C)[C@H](NC(=O)N1CCn2c1nc1ccccc12)C(=O)NCc1ccc(OC)cc1 (stereo not given in full)	-13	10	-3	4	-8	4	4	4.3	0.3
O=c1[nH]cnc2c1nnn2Cc1ccccc1	-3	-1	-2	1	-2	-4	-4	2.5	0.0
CCOc1ccc2nc(SCC(=O)N3CCN(C(=O)c4ccco4)CC3)sc2c1	3	0	-4	5	2	2	1	2.7	0.0
CC1CCCC(C)N1C(=O)COC(=O)COc1ccccc1C#N (stereo not given)	nt	-3	nt	-3	nt	-4	nt	-0.9	0.0
Nc1nc(SCC(=O)NCCCN2CCOCC2)nc2sc3c(c12)CCC3	-1	16	-2	1	0	0	-1	0.0	0.0
Clc1ccc(C[n+]2csc3ccccc32)cc1	0	-20	1	-29	-2	12	-7	3.1	0.3
COC(=O)C1=CN(CCCN2CCCC2=O)C=C(C(=O)OC)C1c1cccs1	7	1	-2	2	6	-2	-3	-0.3	0.1
NC(CSCc1cccc(Br)c1)C(=O)O (stereo not given)	-1	4	3	-2	5	-3	1	-1.5	0.1
Cc1sc2nc(SCC(=O)NCc3cccs3)[nH]c(=O)c2c1C	-6	-7	-3	9	-2	-1	-3	2.4	0.0
O=C(NCCO)/C(=C/c1cccc([N+](=O)[O-])c1)NC(=O)c1ccco1	0	3	-2	0	31	-2	4	-1.5	0.6
Cc1nc(NS(=O)(=O)c2cccc([N+](=O)[O-])c2)sc1C(C)(C)C	12	-3	-4	-2	30	-3	2	-0.3	-0.1
COc1cc(NC(=O)c2ccc([N+](=O)[O-])cc2)ccc1NC(=O)C(C)C	0	1	-5	2	-4	-3	2	2.4	0.1
CSc1nc(N2CCOCC2)c2c(c1C#N)CCCCC2	17	9	-1	2	-7	2	1	2.6	0.0
CCc1ccc(NC(=O)c2cc(C)no2)cc1	-4	-1	4	7	-2	-4	0	0.1	0.3
CCOC(=O)N1CCN(C(=O)c2ccccc2N(C)S(C)(=O)=O)CC1	1	5	0	8	44	-4	-6	2.1	-0.1
CCOc1ccc(NC(=O)CC(Cc2ccc(Cl)cc2)C(=O)O)cc1 (stereo not given)	-3	7	-4	25	-5	2	3	-2.0	-0.2
O=C(O)c1cc(S(=O)(=O)Nc2ccc(OCc3ccccc3)cc2)ccc1Br	13	3	2	2	-22	4	0	3.8	0.1
Cc1nc(N2CCN(C(=O)c3ccco3)CC2)c2c3c(sc2n1)CC(C)CC3 (stereo not given)	11	7	-3	8	-5	0	2	2.4	-0.2
CC(C)c1ccc(NC(=O)COc2ccc(C3SCCS3)cc2)cc1	5	11	0	3	-2	-1	2	-1.2	0.1
CCOC(=O)C1(C(=O)OCC)CC1c1ccccc1 (stereo not given)	-2	5	-3	-6	-9	0	-3	3.3	0.1
CCO[C@@H]1OC(C(=O)O)=C[C@H](c2csc3ccccc23)[C@H]1CCCO	6	-5	-4	2	-18	-2	-4	-1.2	-0.1
COCCNc1nnc(SCC(=O)Nc2sc3c(c2C(=O)c2ccccc2)CCCC3)s1	5	6	-3	6	8	2	-1	4.9	-0.2
COc1ccc(OCc2cc(C(=O)N(C)C(C)c3ccon3)no2)c(Cl)c1 (stereo not given)	7	1	-3	-9	-30	1	2	2.0	0.0
CNC(=O)CSc1nnc(-c2ccco2)n1-c1cccc(C)c1C	-1	12	-3	8	-7	0	-5	2.1	0.0
CCCC(=O)N1c2ccccc2NC2=C(C(=O)CCC2)C1c1ccc(F)cc1 (stereo not given)	-2	8	-1	-2	26	-4	0	0.8	-0.1
CN(C)CCCN1C(=O)c2cc3ccccc3cc2C1=O	-2	9	-4	3	-44	0	2	-1.1	-0.1
Cc1ccccc1CC1(CO)CCCN(C(=O)CCC(=O)c2ccccc2)C1 (stereo not given)	0	-8	-5	5	3	0	-10	-0.5	0.1
COc1ccc(N2CC(C(=O)N3CCN(c4ccccc4)CC3)CC2=O)cc1 (stereo not given)	2	-4	0	5	5	-1	3	3.1	0.0
CC(C)(C)c1ccc(S(=O)(=O)/N=C2\C=C(NS(=O)(=O)c3ccccc3)C(=O)c3ccccc32)cc1	43	-4	-5	-5	30	2	-4	1.8	-0.4
CC(C)N(Cc1ccccc1)C(=O)COC(=O)/C=C/c1cnc2ccccc2n1	3	6	1	-2	-2	-4	-6	-0.4	0.0
CCn1ncc(S(=O)(=O)Nc2cccnc2)c1C	-1	-4	-6	-3	1	-3	1	-3.6	-0.1
COC(=O)COc1ccc(S(=O)(=O)NCc2ccc3c(c2)OCO3)cc1	-10	-8	-2	-2	-4	-3	1	2.5	0.0
CC(=O)Nc1ccc(S(=O)(=O)Nc2ccc3[nH]c(=O)[nH]c3c2)cc1	-7	-3	0	-10	-10	-2	-1	3.2	0.5

Assay outcomes (PubChem BioAssay)
